Screening results: PubChem, Broad Institute
CaV13 FRET inh: Primary screen for inhibitors of IQ motif and Ca2+-dependent inactivation inhibitor domain binding in CACNA1D, Förster resonance energy transfer in living cells, …; actives 0.098% (n = 340,000); inhibition, % at 12.3 µM; AID 743397; HEK cells, CFP/YFP FRET ICDI-IQ, plate reader, 10 min; percent FRET-ratio fall versus neutral wells;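 active = mean replicate inhibition of at least 30% and at least 1% of replicates passing that level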;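 also: 0% = median of the neutral control wells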
Numbers without * were called inactive; + = active, no number.

SMILES | CaV13 FRET inh
Cc1cc(N2CCN(CC(C)(C)O)C[C@H]2C)ccc1N1CCN(CC(C)(C)O)[C@@H](C)C1 | -11.0
O=C(O)c1ccccc1/C=N/Nc1nc(N2CCCCC2)nc(N2CCCCC2)n1 | -5.0
COC(=O)C1=C(C(=O)OC)[C@@H]2N(C)c3ccc(OC)cc3[C@@]23C[C@@H](C(=O)OC)N(C(=O)COCc2ccccc2)C3=N1 | -10.3
COc1ccc(C2NC(=S)N(Cc3ccc(Cl)cc3)C(C)=C2C(C)=O)cc1 (configuration not stated) | -5.4
C[C@H](CO)N1C[C@H](C)[C@@H](CN(C)C(=O)Nc2cccc(C(F)(F)F)c2)OCc2cn(nn2)CCCC1=O | -5.1
Cc1ccc(C2c3c(-c4ccccc4)n[nH]c3C(=O)N2c2ccccc2)cc1 (configuration not stated) | -3.6
COc1cccc(CNC(=O)[C@H]2CCCN2C(=O)[C@H]2CCCN2C(=O)c2cc(F)cc(F)c2)c1 | -7.0
Cc1noc(C)c1NC(=O)N(C)C[C@@H]1OCc2cn(nn2)CCCC(=O)N([C@@H](C)CO)C[C@H]1C | -3.8
CC1=NN(c2nc(-c3ccc(C#N)cc3)cs2)C(=O)C1 | -4.7
COc1ccccc1C(=O)N1CCN(C(=O)[C@@H](Cc2ccccc2)NC(=O)[C@H]2O[C@@H](n3cnc(C(N)=O)n3)[C@H](O)[C@@H]2O)CC1 | -4.5
COC(=O)C1=C(C)N(C)C(=NCc2ccc(OC)cc2)NC1c1cccc(F)c1 (configuration not stated) | -5.0
C=C1[C@H](C)CN(S(=O)C(C)(C)C)[C@H]1CCO (some centres not stated) | -6.3
COCC1CN(CCc2ccc(F)cc2)S(=O)(=O)c2c(OCCN3C(=O)[C@@H]4[C@H](C3=O)[C@@H]3C=C[C@H]4C3)cccc2O1 (some centres not stated) | -7.0
N#Cc1c(N)[nH]c(C(=O)c2ccccc2)c1-c1ccc(Br)cc1 | -16.8
CC(C)[C@H](NC(=O)[C@H](C)NC(=O)OC(C)(C)C)C(=O)N1CCC2CCN(Cc3ccccc3)CC21 (some centres not stated) | -2.9
N#Cc1ccc(OCC(=O)Nc2cc(S(=O)(=O)N3CCOCC3)ccc2N2CCCC2)cc1 | -2.4
CC(C)[C@H]1COCCS(=O)(=O)N1Cc1ccccc1-c1cccc2c1sc1ccccc12 | -4.2
COc1ccc(C(C)(C)C)cc1NC(=O)OC[C@@H]1CSCCS(=O)(=O)N1 | -3.2
COc1ccc2c(c1)[C@@H](NC(=O)c1ccncc1)[C@H](C)[C@H]2c1ccccc1 | -8.3
Cc1cc(NC(=O)CCN2C(=O)/C(=C/c3ccccc3F)SC2=S)no1 | -4.4
CCCCS(=O)(=O)N1C2=NC(C(=O)OCC)=C(C(=O)OCC)C3N(Cc4ccc(C#N)cc4)c4ccccc4[C@]23C[C@H]1C(=O)OC (some centres not stated) | -4.4
CS(=O)(=O)c1ccccc1-c1csc(N2CCC(C(N)=O)CC2)n1 | -4.8
Cc1ccc(C(=O)N2O[C@]34C=C[C@]25C[C@@H](O)CC[C@]5(C)C3CC[C@]2(C)[C@@H]([C@H](C)/C=C/[C@H](C)C(C)C)CC[C@H]24)cc1 (some centres not stated) | -9.0
COc1ccc(-n2c(CSc3ccc(Cl)cc3)n[nH]c2=S)cc1 | -10.4
Nc1[nH]c(C(=O)c2ccccc2)c(-c2ccc(Cl)cc2Cl)c1C(=O)c1ccc(Cl)cc1 | -4.4

(continued)
SMILES | CaV13 FRET inh
CCOC(=O)C1=C(C(=O)OCC)C2N(Cc3ccc(C(F)(F)F)cc3)c3ccccc3[C@@]23C[C@@H](C(=O)OC)N(S(=O)(=O)c2cccs2)C3=N1 (some centres not stated) | -9.5
Cc1c(N/C(=N/S(=O)(=O)c2ccc(Cl)cc2)c2ccccc2)c(=O)n(-c2ccccc2)n1C | -5.5
Cc1c(CN2CCN(c3ncc(Cc4ccccc4)cn3)CC2)c(=O)n(-c2ccccc2)n1C | -9.3
COC(=O)c1cc2c(c3c4cc(F)ccc4n(S(=O)(=O)c4ccccc4)c13)C(=O)N(Cc1ccco1)C2 | -4.0
CCOC(=O)C1CCCN(c2cc(NCCCO)c([N+](=O)[O-])c3nonc23)C1 (configuration not stated) | -3.2
COc1ccc(Sc2cccc3c2S(=O)(=O)N(C2CC2)C[C@@H](COCc2ccccc2)O3)cc1OC | -8.2
C[C@@H]1C=CCCO[C@]12C(=O)N(Cc1ccc(Br)cc1)c1cccc(Br)c12 | -4.9
Nc1[nH]c(C(=O)c2ccccc2)c(-c2ccc3ccccc3c2)c1C(=O)NCc1ccc(F)cc1 | -16.5
O=C(N[C@H](Cc1ccccc1)C(=O)NCc1ccco1)[C@H]1O[C@@H](n2ccc(=O)[nH]c2=O)[C@H](O)[C@@H]1O | -8.5
Cc1cc2c(c(=O)o1)[C@@]1(C(=O)Nc3ccccc31)C1=C(CCCC1=O)O2 | -8.6
COc1cccc(CNC(=O)[C@H]2CCCN2C(=O)[C@H]2CCCN2C(=O)c2ccc(C)c(C)c2)c1 | -4.2
Cc1ccc(CC(=O)NCc2cccnc2)cc1 | -4.7
O=C(CN1CCC(N2CCCCC2)CC1)N1CCOCC1 | -18.4
C#CCN1CC(COc2ccccc2)OCCS1(=O)=O (configuration not stated) | -4.3
Cc1ccc2nc(-c3cccc(Cl)c3)c(Cc3ccsc3)n2c1 | -7.1
FC(F)(F)c1ccccc1Cc1c(-c2ccco2)nc2c3ccccc3ccn12 | -6.8
COc1ccc(C)cc1Nc1n[n+](-c2ccccc2)c(-c2c(Cl)cccc2Cl)s1 | -19.5
COc1cc(N2C[C@@]3(O)CC[C@@H](O)[C@@H](OC)[C@@H]3[C@@](C)(O)[C@@H]2CC=C(C)C)cc(OC)c1OC | -2.8
COC(=O)[C@@H](Cc1ccccc1)NC(=O)[C@H]1O[C@@H](n2cnc3c(=O)[nH]c(N)nc32)[C@H](O)[C@@H]1O | -5.4
Clc1ccc(C2[C@H]3CN(Cc4ccc(-c5ccccc5)cc4)[C@H](c4ccccc4)C34CC2(c2ccccc2)C4)cn1 (some centres not stated) | -5.4
C[C@H]1Cn2cnc(C(=O)N3CCN(C(=O)OC(C)(C)C)CC3)c2C(=O)N1 | -2.8
COC(=O)C1=C(C)N(Cc2ccccc2C(F)(F)F)C(=NCc2ccccc2C(F)(F)F)NC1c1ccc(C(F)(F)F)cc1 (configuration not stated) | -7.8
OC(c1ccccc1)(c1ccccc1)C1CCN(CCCOc2cccc(Cl)c2)CC1 | -8.8
COC(=O)C1=C(C)N(Cc2ccc(Br)cc2)C(=S)NC1c1ccccc1 (configuration not stated) | -5.6
COC(=O)C1=C(C)N(Cc2ccccc2C(F)(F)F)C(=NCc2ccccc2C(F)(F)F)NC1c1cccc(F)c1 (configuration not stated) | -10.9

Sorted by count of non-hydrogen atoms (ascending): some entries from above.
SMILES | CaV13 FRET inh
C#CCN1CC(COc2ccccc2)OCCS1(=O)=O (configuration not stated) | -4.3
O=C(CN1CCC(N2CCCCC2)CC1)N1CCOCC1 | -18.4
Cc1ccc2nc(-c3cccc(Cl)c3)c(Cc3ccsc3)n2c1 | -7.1
COC(=O)C1=C(C)N(Cc2ccc(Br)cc2)C(=S)NC1c1ccccc1 (configuration not stated) | -5.6
COc1cc(N2C[C@@]3(O)CC[C@@H](O)[C@@H](OC)[C@@H]3[C@@](C)(O)[C@@H]2CC=C(C)C)cc(OC)c1OC | -2.8
COc1cccc(CNC(=O)[C@H]2CCCN2C(=O)[C@H]2CCCN2C(=O)c2ccc(C)c(C)c2)c1 | -4.2
COC(=O)C1=C(C)N(Cc2ccccc2C(F)(F)F)C(=NCc2ccccc2C(F)(F)F)NC1c1cccc(F)c1 (configuration not stated) | -10.9

More compounds follow:
SMILES | CaV13 FRET inh
COc1ccccc1CCn1cnc(-c2ccccc2)c1CC(C)C | -4.8
Cc1ccc(CNC(=O)CCC2CCCN(Cc3ccc4cccc(F)c4n3)C2)o1 (configuration not stated) | -4.6
O=C(NCc1ccccc1)[C@@H]1CCCN1C(=O)[C@H]1CCCN1C(=O)C1CCCCC1 | -3.7
CCOC(=O)C1=C(C)N(CCCC(=O)O)C(=O)NC1c1ccccc1Cl (configuration not stated) | -9.1
COC(=O)[C@]12C[C@H](CC(=O)NCc3cccc(C(F)(F)F)c3)C(=O)N(Cc3ccc4c(c3)OCO4)C1=C[C@H](COCc1ccccc1)O[C@@H]2C | -9.1
CC(C)C[C@H]1COc2cccc(N3CCCC3)c2S(=O)(=O)N1 | -2.9
Cc1ccc(S(=O)(=O)Nc2csc(C)c2C(=O)O)cc1 | -2.1
CCC(c1nnc(SCCNCCO)n1CCN1CCOCC1)N(C)C (configuration not stated) | -6.7
O=C1c2ccccc2S(=O)(=O)c2cc(N3CCC(C(=O)N4CCCCC4)CC3)ccc21 | +
CCCCOCCCNC(=O)C[C@H]1C[C@@]2(C(=O)OC)C(=C[C@H](C3CCCC3)O[C@@H]2C)N(Cc2ccccc2)C1=O | -8.4
O=C(CSc1ccc(Cl)cc1)Nc1cc(-c2nc3ncccc3o2)ccc1Cl | -2.5
Cc1cccc(NC(=O)CNC(=O)[C@@H](Cc2ccccc2)NC(=O)[C@H]2O[C@@H](n3ccc(=O)[nH]c3=O)[C@H](O)[C@@H]2O)c1C | -4.9
COC(=O)c1cc2c(c3c4cc(F)ccc4n(S(=O)(=O)c4cccc(C)c4)c13)C(=O)N(Cc1ccc(C(F)(F)F)cc1)C2 | -10.8
Cc1cc(N2CCN(C(=O)OC(C)(C)C)C[C@@H]2C)ccc1N1CCN(Cc2ccccc2)[C@@H](C)C1 | -7.8
COC(=O)c1cc2c(c3c4cc(F)ccc4n(S(=O)(=O)c4ccccc4)c13)C(=O)N(C)C2 | -9.3
O=C(NCc1ccccc1)[C@H]1CCCN1C(=O)[C@H]1CCCN1C(=O)c1cccs1 | -5.4
Cc1ccc(NC(=O)NCc2ccco2)cc1[N+](=O)[O-] | -12.9
Cc1ccc2nc(-c3cccc(Br)c3)c(Cc3cccc(F)c3)n2c1 | -3.8
C=CCNc1ccc2c(c1)OC[C@H](Cc1ccccc1)NS2(=O)=O | -4.2
CC(C)=CCN1CCN(Cc2cn[nH]c2C2CCCCC2)CC1CCO (configuration not stated) | -2.6
CCCCCCC12C(=Cc3cc4c(cc31)OCCO4)c1cc(OC)c(OC)cc1C(CC(=O)NC1CCCCC1)N2C(=O)OC (configuration not stated) | -4.0
Cn1cc(/C=N\NC(=O)C2COc3ccccc3O2)c2ccccc21 (configuration not stated) | -2.0
O=C(Nc1cc(S(=O)(=O)N2CCOCC2)ccc1N1CCCC1)c1ccccc1C(F)(F)F | -2.0
CCOc1ccc(NC(=O)CSc2nc3nc4c(cc3c(=O)n2CC)COC(C)(C)C4)cc1 | -1.8
C[C@H](CO)N1C[C@H](C)[C@H](CN(C)C(=O)C2CCCCC2)OCc2cnnn2CCCC1=O | -5.5

Shown with values ahead of the structure: part of the list above.
CaV13 FRET inh	SMILES
-4.2	C=CCNc1ccc2c(c1)OC[C@H](Cc1ccccc1)NS2(=O)=O
-2.6	CC(C)=CCN1CCN(Cc2cn[nH]c2C2CCCCC2)CC1CCO (configuration not stated)
-4.0	CCCCCCC12C(=Cc3cc4c(cc31)OCCO4)c1cc(OC)c(OC)cc1C(CC(=O)NC1CCCCC1)N2C(=O)OC (configuration not stated)

Additional results
SMILES | CaV13 FRET inh
COCCN1C(=O)N[C@@H](c2ccccc2)C(C(C)=O)=C1C | -12.4
CN1CCc2nc(SCc3ccc(Cl)cc3)c(C#N)c(-c3cccs3)c2C1 | -8.5
O=C(NCCCNC(=O)NC1CCCCC1)NC1CCCCC1 | -5.2
CC1(C)C(C=C(Cl)Cl)C1C(=O)Nc1ccc([N+](=O)[O-])cc1 (configuration not stated) | -2.3
CC(=O)N1CCN(c2ccc(N3CCN(Cc4ccccc4)[C@@H](C)C3)c(C)c2)[C@H](C)C1 | -9.0
COC(=O)[C@]12C[C@H](CC(=O)NCc3cccc4ccccc34)C(=O)N(Cc3ccc4c(c3)OCO4)C1=C[C@H](COCc1ccccc1)O[C@@H]2C | -8.5
C[C@@H]1CN([C@@H](C)CO)C(=O)CCCn2cc(nn2)CO[C@H]1CN(C)C(=O)Nc1ccccc1F | -4.2
CC(C)(C)c1cc(CN2CCCCC2)cc(C(C)(C)C)c1O | -4.0
COC(=O)N[C@H]1CC=C[C@@H]1Cc1cccc(Oc2ccccc2)c1 | -7.7
CCOC(=O)C(C)(C)CC#CCN(CC#Cc1ccccc1)S(=O)(=O)c1ccc(C)cc1 | -4.6
Nc1nc(-c2ccc(Cl)cc2)cs1 | -5.1
Cc1cc(Br)c2nc(-c3ccc(Cl)cc3)c(Cc3cccc(Cl)c3)n2c1 | -7.7
COC(=O)C1=C(C)N(Cc2ccc(C(F)(F)F)cc2)C(=NCc2ccc(C(F)(F)F)cc2)NC1c1cccc(Cl)c1 (configuration not stated) | -9.6
C[C@@H]1CNC(=O)c2c(C(=O)N3CCN(c4ccccc4)CC3)ncn21 | -3.6
O=C(NCCN1C(=O)S/C(=C\c2cccs2)C1=O)[C@H](Cc1ccccc1)N1C(=O)c2ccccc2C1=O | -1.9
COC(=O)[C@]12C[C@H](CC(=O)NCc3cccc(C(F)(F)F)c3)C(=O)N(CCc3ccc(OC)c(OC)c3)C1=C[C@H](C(C)(C)C)O[C@@H]2C | -6.8
CN1OC[C@@H]2CN(C(=O)c3ccc([N+](=O)[O-])cc3)[C@H](c3ccccc3Br)C[C@@H]21 | -2.7
O=C(Cc1ccc(-n2c(=O)c3ccccc3n(Cc3cccc([N+](=O)[O-])c3)c2=O)cc1)NCC1CCCO1 (configuration not stated) | -1.8
O=C(CC(NCCc1ccccc1)C(=O)O)Nc1ccc(O)cc1 (configuration not stated) | -4.5
COc1cccc(CNC(=O)[C@H]2CCCN2C(=O)[C@H]2CCCN2C(=O)c2ccc(OC(F)(F)F)cc2)c1 | -6.9
Cn1nc(C(=O)Nc2ccc(S(=O)(=O)NCc3ccco3)cc2)c2ccccc2c1=O | -3.8
COC(=O)C1=C(C)N(Cc2ccc(C(F)(F)F)cc2)C(=NCc2ccccc2C(F)(F)F)NC1c1ccc(Cl)cc1 (configuration not stated) | -2.2

These rows are one share of the data, so the mix of outcomes need not match the whole.
